Assay outcomes: PubChem, National Center for Advancing Translational Sciences (NCATS)
Tb PFK inh = blocks T. brucei phosphofructokinase; AID 485367; Potency, µM (titrated, usually from 57.5 µM), inactives show at the highest dose activity, negative = inhibition, usual class: inhibitors; O15648; 0.17% of 330,000 active; T. brucei PFK, ADP-Glo luminescence;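 also: potency is read from the fitted curve at half-maximal effect; 0% = uninhibited 1x PFK enzyme wells and -100% = no-enzyme wells; nearly all actives have a fitted effect of over 60% in size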
Target sequence (O15648 whole entry, looked up): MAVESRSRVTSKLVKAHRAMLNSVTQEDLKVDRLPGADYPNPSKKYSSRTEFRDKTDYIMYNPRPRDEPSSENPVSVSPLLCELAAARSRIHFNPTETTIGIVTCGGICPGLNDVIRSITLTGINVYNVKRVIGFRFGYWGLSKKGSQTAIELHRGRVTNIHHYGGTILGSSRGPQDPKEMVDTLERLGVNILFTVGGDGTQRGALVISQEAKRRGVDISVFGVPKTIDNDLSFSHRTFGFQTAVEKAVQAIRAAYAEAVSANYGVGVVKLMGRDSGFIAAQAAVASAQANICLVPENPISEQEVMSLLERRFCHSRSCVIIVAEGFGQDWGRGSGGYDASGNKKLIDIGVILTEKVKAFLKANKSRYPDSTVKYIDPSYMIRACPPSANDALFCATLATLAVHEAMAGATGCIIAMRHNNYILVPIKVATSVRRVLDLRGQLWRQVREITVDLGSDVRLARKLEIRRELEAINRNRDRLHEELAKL
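Compounds were pin-transferred as a titration series up to 57 uM into substrate buffer (0.5 mM F6P, 0.1 mM ATP, pH 8.0), then 1.25 nM PFK was added and reactions ran 45 min before ADP-Glo detection.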
a7 integrin act = integrin-mediated muscular dystrophy alleviation activation; alpha7betagal myoblasts, beta-gal FDG fluorescence, 48 h; Potency, µM (titrated, usually from 38.3 µM), without a hit: top-dose activation, most hits filed as activators; 0.064% of 350,000 active; AID 624291;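 also: potency is read from the fitted curve at half-maximal effect; 100% = response of the positive control SU9516; nearly all actives have a fitted effect of over 60% in size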
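Alpha7betagal+/- myoblasts (passage 13) were plated 16-24 hr, then exposed to compounds (1:260 dilution of DMSO stock) for 48 hours at 37C. After MPER lysis, β-galactosidase reporter activity was read as FDG fluorescence (ex 480/em 540) after 30 minutes.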
FBPA coupling cs = inhibits coupling enzyme system, counter-screen for aldolase hits; activity change, negative = inhibition, % at 58.2 µM, hits read low; 0.67% of 290,000 active; coupling enzyme system counterscreen, AmpLite Red fluorescence; AID 2472; in the data active = activity change below about -30%; also: % is scaled to controls: 0 for no effect and ±100 for the full control effect
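Coupling enzymes only (glyceraldehyde-3-phosphate) + compound, at 57.5 uM final, 10 min RT; add substrate/coupling/AmpLite Red mix, 20 min RT; fluorescence ex 525/em 598 nm. Actives flag coupling-system interference.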
S-ASM inh = blocks human secretory acid sphingomyelinase; placental ASM, HMU-PC fluorogenic substrate, 60 min; Potency, µM (top dose mostly 57.5 µM), without a hit: top-dose activity change, negative = inhibition, usual class: inhibitors; 0.006% of 340,000 active; AID 504937; also: potency is read from the fitted curve at half-maximal effect
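Fluorogenic HMU-PC substrate (9 uM final) is turned over by placental ASM in 60 min at 37 C after a 10 min compound preincubation. Reaction ended by alkaline stop (pH 10), with fluorescence read at 386/447 nm.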
B2AR arrestin = beta2AR (human) beta-arrestin recruitment activity | AID 492947 | 0.02% of 330,000 active | Potency, µM (titrated, usually from 46.1 µM), for the others: at the top dose activation, usual class: activators | P07550 | beta-arrestin recruitment to beta2AR, cell-based reporter;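 also: potency is read from the fitted curve at half-maximal effect; 0% = DMSO controls and full agonism = EC100 isoproterenol or metaproterenol; nearly all actives have a fitted effect of over 65% in size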
PKM2 act = PKM2 (human) enzyme activation; 0.34% of 260,000 active; P14618; purified PKM2, Kinase-Glo ATP luminescence, activation; response scale: 0% is enzyme alone, no compound; Potency, µM (series often up to 57.5 µM), for the others: at the highest dose activation, actives largely listed as activators; also: potency is read from the fitted curve at half-maximal effect; % is scaled to controls: 0 for no effect and ±100 for the full control effect; nearly all actives have a fitted effect of over 55% in size
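ATP formation by purified human PK-M2, quantified via coupled luciferase luminescence after 1 h at room temperature with 0.1 mM ADP and 0.5 mM PEP final.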
BCR signal inh = chronic active BCR signaling inhibition | ABC-DLBCL IkBa-CBG/CBR reporter, luminescence ratio, 4 h | Potency, µM (series often up to 46.1 µM), for inactives: at the highest dose ratio change, negative = lower green/red ratio, most hits filed as inhibitors | 0.05% of 340,000 active; active = well fitted inhibition curve with a large enough effect in the signal ratio, with a control signal flat, not every such curve was filed as active; inconclusive = small, poorly fitted or top-dose-only effect, or effect the other way, or a change in a side signal; the % refers to the signal ratio;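 also: potency is read from the fitted curve at half-maximal effect; plate controls were basal doxycycline-induced cells for no effect and cells given 10 µM MG132 for full effect; MG132 reads +100%, hits lower the ratio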
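Concentration-response series (up to 46 uM) were applied to TMD8 dual-reporter cells for 4 h at 37C with doxycycline. Green/red ratio, after filter-overlap correction, defined %Activity; red signal alone was normalised to basal cells and zero luminescence.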
Giardia kill = kills Giardia lamblia; Giardia lamblia trophozoite viability; activity change, % at 7.66 µM, hits read low; 0.15% of 340,000 active; AID 540267; in the data active = activity change below about -80%; inconclusive = between about -30% and that limit;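 also: parasites exposed to compound for two days anaerobically before the ATP read; % is scaled to controls: 0 for no effect and ±100 for the full control effect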
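Viability, read as ATP luminescence: trophozoites at 100 cells/well, compound added, 48 hrs anaerobic at 37 deg C, then 15-30 min room-temperature development before reading.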
TSG101-PTAP inh = blocks PTAP/TSG101 interaction to inhibit HIV-1 budding; Q99816; Fluorescence polarization, FITC-PTAP peptide / Tsg101 binding; Potency, µM (series often up to 115 µM), for inactives: at the top dose activity change, negative = inhibition, hits mostly inhibitors; 340,000 tested, under 10 active; AID 493005; active = well fitted inhibition curve with a large enough effect in the main read-out, with a control signal flat, not every such curve was filed as active; inconclusive = small, poorly fitted or top-dose-only effect, or effect the other way, or a change in a side signal; inactive = no such curve, though single readings can be large or run the other way; also: potency is read from the fitted curve at half-maximal effect; % of control where 0% means no effect
Target sequence (Q99816 whole entry, looked up): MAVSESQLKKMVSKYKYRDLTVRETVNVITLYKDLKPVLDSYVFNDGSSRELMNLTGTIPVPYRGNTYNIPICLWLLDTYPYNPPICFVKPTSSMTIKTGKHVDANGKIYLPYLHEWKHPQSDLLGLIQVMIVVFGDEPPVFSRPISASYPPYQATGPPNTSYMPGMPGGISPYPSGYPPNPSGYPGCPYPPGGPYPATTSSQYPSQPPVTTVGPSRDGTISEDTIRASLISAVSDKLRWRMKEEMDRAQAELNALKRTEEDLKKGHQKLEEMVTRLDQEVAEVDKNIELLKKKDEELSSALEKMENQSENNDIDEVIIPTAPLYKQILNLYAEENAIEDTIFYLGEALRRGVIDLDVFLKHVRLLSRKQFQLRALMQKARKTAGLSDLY
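Steps: Tsg101 binding domain dispensed (10 uM final), compounds pinned in DMSO, FITC-labeled PTAP-motif peptide added (50 nM final); after 20 min binding at room temperature, polarization measured.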
Menin-MLL TR inh = menin-MLL binding inhibition, Texas Red mutant peptide. O00255. Menin + Texas Red MLL mutant peptide, fluorescence polarization. Potency, µM (series often up to 61.6 µM), inactives show at the highest dose FP activity change, negative = inhibition, actives largely listed as inhibitors. 0.23% of 270,000 active. AID 1768; active = well fitted inhibition curve with a large enough effect in the polarisation, with a control signal flat, not every such curve was filed as active; inconclusive = small, poorly fitted or top-dose-only effect, or effect the other way, or a change in a side signal; inactive = no such curve, though single readings can be large or run the other way; the % refers to the polarisation; also: potency is read from the fitted curve at half-maximal effect; % of control where 0% means no effect; many of its hits are not listed in these tables
GALK inh = blocks human galactokinase activity. P51570. Purified GALK, Kinase-Glo residual ATP luminescence. 0.007% of 270,000 active. Potency, µM (top dose mostly 57.5 µM), inactives show at the top dose activity change, negative = inhibition, actives largely listed as inhibitors. AID 1868; also: potency is read from the fitted curve at half-maximal effect; % is scaled to controls: 0 for no effect and ±100 for the full control effect
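Human GALK (5 nM) with 35 uM ATP and 100 uM galactose in 20 mM HEPES pH 8.0, 5 mM MgCl2, 60 mM NaCl, 1 mM DTT, 0.01% BSA. After 1 h at room temperature, leftover ATP was read by Kinase-Glo Plus luminescence.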
* marks the source's active call; other numbers are inactive results; ? = inconclusive; nt = no result given; [ ] = dose if it differs, or a comment. Unless noted, calls follow the shape of the dose curve; as a rule, active = well fitted curve in the direction sought with a large enough effect; inconclusive = small, poorly fitted or top-dose-only effect, or another doubt; inactive = no such curve, though single readings can be large; an effect the other way counts as inactive or inconclusive.

nr | SMILES | Tb PFK inh | a7 integrin act | FBPA coupling cs | S-ASM inh | B2AR arrestin | PKM2 act | BCR signal inh | Giardia kill | TSG101-PTAP inh | Menin-MLL TR inh | GALK inh
1 | Cc1cccc(C(=O)OC(C)C(=O)Nc2ccc(S(=O)(=O)Nc3ncccn3)cc2)c1C (stereo unspecified) | 8.2% | 1.6% | nt | -1.6% | -0.3% | nt | -1.4% | 9.8 | -3.9% | nt | nt
2 | Cc1ccccc1OCC(=O)Nc1cccc2nsnc12 | 5.8% | -10.2% | 0.8 | 296.0%[activator] | -0.6% | 0.2% | 3.7% | 39.1[activator] | -3.4% | -8.6% | -1.9%
3 | Cc1nc(-c2ccc(Cl)cc2)sc1C1(C)CC(c2cccc(F)c2)=NO1 (stereo unspecified) | 1.2% | -4.5% | -3.5 | -9.4% | -0.1% | -17.8% | 0.3% | -10.9 | 5.0% | nt | -1.1%
4 | O=C(O)Cc1ccc(C(=O)c2ccc(Cl)cc2Cl)s1 | 1.1% | -41.6% | 11.5 | -1.6% | 0.1% | 1.3% | 1.4% | 3.8 | -1.9% | 4.5% | 0.3%
5 | COC(=O)CSc1nnc(CNC(=O)c2cccs2)n1-c1cc(OC)ccc1OC | -2.7% | 22.6% | 5.0 | 5.8% | -0.5% | 1.0% | -0.1% | -4.9 | -5.0% | 9.4% | 2.1%
6 | CC(=O)c1cc(-c2ccccc2)n(CC(=O)Nc2cc(C)cc(C)c2)c1C | 1.3% | 10.2% | 0.3 | -0.3% | -1.9% | 1.7% | 0.9% | -0.7 | -0.7% | 8.7% | 0.7%
7 | O=C(NCCC1CCCCN1S(=O)(=O)c1cccs1)C(=O)Nc1cccc(F)c1 (stereo unspecified) | -1.2% | -25.8% | nt | -0.6% | 0.3% | nt | ? | 0.8 | -6.4% | nt | nt
8 | CCOC(=O)C1=C2NC(=O)c3ccccc3N2C(=O)C1 | 3.9% | 8.0% | -0.7 | -1.1% | -0.3% | 4.3% | -2.2% | -4.3 | -13.3% | -17.1% | -2.6%
9 | Cn1c(N)c(C(=O)c2cc(-c3ccncc3)nc3ccccc23)c(=O)n(C)c1=O | 4.1% | 30.0% | 1.5 | 7.1% | 0.1% | -2.0% | -2.6% | -6.5 | -6.2% | -0.7% | 12.5%
10 | Cc1c(/C(O)=C2/C(=O)C(=O)N(CCN3CCOCC3)C2c2cccnc2)cnn1-c1ccccc1 (stereo unspecified) | 1.8% | -1.4% | 3.3 | 2.1% | 0.1% | -2.3% | 11.5% | 10.1 | 2.4% | 1.9% | 4.6%
11 | Cc1csc(Sc2ccc([N+](=O)[O-])cc2C(=O)OCC(=O)NC(=O)NC(C)(C)C)n1 | 0.5% | -20.9% | 0.3 | -20.0% | -1.0% | -5.4% | 11.3% | -3.0 | 2.3% | 1.9% | 0.9%
12 | COC(=O)c1cn(-c2cccc(C)n2)cn1 | -0.7% | 20.9% | 0.4 | 0.9% | 1.0% | 1.0% | 3.1% | 16.7 | -3.8% | ? | 9.0%
13 | O=C(NC(=S)NCCC1=CCCCC1)c1ccccc1Br | -28.4% | 16.7% | -2.6 | -6.7% | 1.2% | -0.4% | ? | -21.6 | 0.2% | ? | 2.8%
14 | COC(=O)C1CSC(C(=O)OC)N1C(=O)CN1CC(C)OC(C)C1 (stereo unspecified) | -0.9% | 8.4% | -0.2 | 3.2% | 0.1% | 0.6% | ? | -0.8 | -4.1% | 4.6% | -1.4%
15 | CCOC(=O)NN1C(=O)c2ccccc2NC1C (stereo unspecified) | -0.2% | -17.0% | 2.0 | 185.9%[activator] | -0.2% | 0.7% | 1.7% | 1.8 | 4.6% | 7.7% | 0.0%
16 | CCC(=O)Nc1ccc(Cl)c(NC(=O)c2cccc(OC)c2)c1 | 1.9% | -16.3% | 0.8 | 4.1% | 0.3% | 1.3% | -6.5% | 19.9 | 0.6% | 1.5% | -1.6%
17 | O=C(CSC(=S)N1CCCC1)N1CCN(S(=O)(=O)c2ccccc2F)CC1 | -6.8% | -23.8% | nt | -3.7% | -0.2% | nt | ? | 3.3 | 0.3% | nt | nt
18 | CC(OC(=O)c1ccc(-n2cnnn2)cc1)C(=O)Nc1ccc(F)c(F)c1F (stereo unspecified) | ? | 9.8% | nt | -0.2% | -0.2% | nt | -0.1% | -0.7 | -1.0% | nt | nt

Part of the list above, reformatted:
Values run as follows: Tb PFK inh | a7 integrin act | FBPA coupling cs | S-ASM inh | B2AR arrestin | PKM2 act | BCR signal inh | Giardia kill | TSG101-PTAP inh | Menin-MLL TR inh | GALK inh
10) Cc1c(/C(O)=C2/C(=O)C(=O)N(CCN3CCOCC3)C2c2cccnc2)cnn1-c1ccccc1 (stereo unspecified)
 : 1.8% | -1.4% | 3.3 | 2.1% | 0.1% | -2.3% | 11.5% | 10.1 | 2.4% | 1.9% | 4.6%
11) Cc1csc(Sc2ccc([N+](=O)[O-])cc2C(=O)OCC(=O)NC(=O)NC(C)(C)C)n1
 : 0.5% | -20.9% | 0.3 | -20.0% | -1.0% | -5.4% | 11.3% | -3.0 | 2.3% | 1.9% | 0.9%
12) COC(=O)c1cn(-c2cccc(C)n2)cn1
 : -0.7% | 20.9% | 0.4 | 0.9% | 1.0% | 1.0% | 3.1% | 16.7 | -3.8% | ? | 9.0%
13) O=C(NC(=S)NCCC1=CCCCC1)c1ccccc1Br
 : -28.4% | 16.7% | -2.6 | -6.7% | 1.2% | -0.4% | ? | -21.6 | 0.2% | ? | 2.8%
14) COC(=O)C1CSC(C(=O)OC)N1C(=O)CN1CC(C)OC(C)C1 (stereo unspecified)
 : -0.9% | 8.4% | -0.2 | 3.2% | 0.1% | 0.6% | ? | -0.8 | -4.1% | 4.6% | -1.4%
15) CCOC(=O)NN1C(=O)c2ccccc2NC1C (stereo unspecified)
 : -0.2% | -17.0% | 2.0 | 185.9%[activator] | -0.2% | 0.7% | 1.7% | 1.8 | 4.6% | 7.7% | 0.0%
16) CCC(=O)Nc1ccc(Cl)c(NC(=O)c2cccc(OC)c2)c1
 : 1.9% | -16.3% | 0.8 | 4.1% | 0.3% | 1.3% | -6.5% | 19.9 | 0.6% | 1.5% | -1.6%

A second format for some results above:
(7) O=C(NCCC1CCCCN1S(=O)(=O)c1cccs1)C(=O)Nc1cccc(F)c1 (stereo unspecified)
- Tb PFK inh = -1.2%
- a7 integrin act = -25.8%
- FBPA coupling cs = nt
- S-ASM inh = -0.6%
- B2AR arrestin = 0.3%
- PKM2 act = nt
- BCR signal inh = ?
- Giardia kill = 0.8
- TSG101-PTAP inh = -6.4%
- Menin-MLL TR inh = nt
- GALK inh = nt

(8) CCOC(=O)C1=C2NC(=O)c3ccccc3N2C(=O)C1
- Tb PFK inh = 3.9%
- a7 integrin act = 8.0%
- FBPA coupling cs = -0.7
- S-ASM inh = -1.1%
- B2AR arrestin = -0.3%
- PKM2 act = 4.3%
- BCR signal inh = -2.2%
- Giardia kill = -4.3
- TSG101-PTAP inh = -13.3%
- Menin-MLL TR inh = -17.1%
- GALK inh = -2.6%

A portion of the library; count on the stated rates, not on these rows.
